SENP1 FRET inh = blocks the human SENP1 SUMO protease catalytic domain | recombinant SENP1 catalytic domain, CyPet-SUMO1-YPet FRET cleavage | inhibition, % at 10 µM | Q9P0U3 | 360,000 tested, 0.21% active | AID 624204;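 active = inhibition at least 30% at 10 µM, raw YFP signal under a set limit, fluorescence ratio 0.5 to 1.5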;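 note: 0% = enzyme with DMSO and 100% = no enzyme wells; some results filed as inactive read as strong as hits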
Target sequence (Q9P0U3 419-644 limits assumed): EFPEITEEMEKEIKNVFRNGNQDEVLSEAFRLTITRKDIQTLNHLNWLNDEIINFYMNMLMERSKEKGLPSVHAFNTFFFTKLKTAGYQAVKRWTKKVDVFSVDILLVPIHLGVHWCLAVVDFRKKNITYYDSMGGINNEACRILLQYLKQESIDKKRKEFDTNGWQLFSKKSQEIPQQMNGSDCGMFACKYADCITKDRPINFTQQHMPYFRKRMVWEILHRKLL
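System: Recombinant human SENP1 catalytic domain, His6-tagged | Incubation: Enzyme reaction for 50 min at room temperature, dark | Medium: Tris pH 8 with BME, BSA, NP40 and catalase | Also added: 25 nM SUMO1 FRET substrate | Compound: 10 µM single point, 0.5% DMSO | Measured by: FRET fluorescence in CFP and YFP emission channels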
* hit, by the source's call. The list is partial. The share of hits here may be higher or lower than overall.

SENP1 FRET inh | SMILES
0 | O=S1(=O)CC(N2CCN(Cc3ccccc3F)CC2)CN1Cc1cn(Cc2ccc(C(F)(F)F)cc2)nn1 (stereo not given)
2 | Clc1cccc(CSc2ncnc3c2ncn3C2CCCCO2)c1 (stereo not given)
2 | O=S(=O)(CCN1CCN(c2ccccc2O)CC1)c1ccc(Cl)cc1
1 | CC1(C(=O)NS(=O)(=O)c2ccccc2)CCN1C(=O)CCc1ccc(Cl)cc1Cl (stereo not given)
6 | COc1ccccc1Cc1c(-c2ccccc2)nc2ccc(Cl)cn12
-1 | COc1ccc(C(C)NC(=O)C2CCN(CCOc3ccc(Cl)cc3Cl)CC2)cc1OC (stereo not given)
-32 | NC(=O)c1cccc(-c2cnc(N)c(C(=O)c3cccnc3)n2)c1
-3 | CC(=O)Nc1cccc(-c2ccnc3c2CC(C)(C(=O)Nc2cccc(C(F)(F)F)c2)O3)c1 (stereo not given)
0 | Cc1ccc(C(=O)NNC(=O)c2ccc3ccccc3c2)cc1
33 | CCN(CC)c1nc(C=Cc2ccc(N(C)C)cc2)c2nccnc2n1
1 | C#CCOCCOCCOCCNc1nc(N2CCN(C(=O)[C@H](CCCCN)n3cc(CN)nn3)CC2)nc(N2CCN(C(=O)[C@H](CCCCN)n3cc([C@@H](N)CC(N)=O)nn3)CC2)n1
2 | CCOC(=O)[C@]12CCCC=C1N(Cc1ccccc1)C(=O)[C@H](CC(=O)NCCc1ccccc1OC)C2
1 | Oc1ccc(C=NNc2ccccn2)c(O)c1
1 | CC(=O)c1ccc(NC(=O)CN2CCC(NC(=O)c3ccccc3C)CC2)cc1
-49 | CCCCCNC(=O)C(c1cccc2ccccc12)n1c(=O)c(-c2ccco2)nc2ccccc21 (stereo not given)
2 | CC1(C(=O)NS(=O)(=O)c2ccccc2Cl)CCN1C(=O)Cc1ccccc1 (stereo not given)
1 | Nc1cccc(-c2cccc3nncn23)c1
3 | O=C(CCNC(=O)C1CCN(S(=O)(=O)c2ccccc2)CC1)NCc1cccnc1
-1 | Nc1nc(COC(=O)c2ccco2)nc(Nc2ccccc2)n1
2 | COc1ccc(CN(C)C(=O)c2ccc(OCC(=O)Nc3cccc(C(F)(F)F)c3)c(OC)c2)cc1
0 | CN(Cc1nc2ccccc2c(=O)[nH]1)C(=O)c1cc(-c2ccc(Br)cc2)nc2ccccc12
-51 | COc1ccc(-c2cc3c(c4c2ccn4C)C2CCC3C2)cc1F (stereo not given)
-8 | Cn1c(CCN2CCCC2)nc2cc(NS(=O)(=O)c3ccc(F)cc3)ccc21
-1 | CCCCCNC(=O)c1[nH]c(C(F)(F)F)nc1-c1ccccc1
-3 | COc1ccccc1CNC(=O)C1CCCN1S(=O)(=O)c1ccc2c(c1)C(C)(C)C(=O)N2C (stereo not given)
-1 | Cn1c(=S)c2[nH]c(SCCC(C)(C)C)nc2n(C)c1=O
-2 | Cc1ccc(NC(C(=O)c2ccccc2)c2ccccc2)cc1 (stereo not given)
-66 | O=C(Nc1ccccc1C(F)(F)F)NC1(C(=O)N2CCOCC2)CCCCC1
4 | Cc1cccc(CN(Nc2ccccc2)c2ccccc2)n1
-1 | O=C(Nc1cccc(Cl)c1Cl)c1csc([C@@H]2O[C@H](CO)[C@H](O)[C@H](O)[C@H]2O)n1

Part of the list above, as labelled records.
> Cc1ccc(NC(C(=O)c2ccccc2)c2ccccc2)cc1 (stereo not given)
  SENP1 FRET inh: -2

> O=C(Nc1ccccc1C(F)(F)F)NC1(C(=O)N2CCOCC2)CCCCC1
  SENP1 FRET inh: -66

> Cc1cccc(CN(Nc2ccccc2)c2ccccc2)n1
  SENP1 FRET inh: 4

> O=C(Nc1cccc(Cl)c1Cl)c1csc([C@@H]2O[C@H](CO)[C@H](O)[C@H](O)[C@H]2O)n1
  SENP1 FRET inh: -1

Going on with the list:
SENP1 FRET inh | SMILES
3 | Cn1nc(C(=O)OCC(=O)NCc2ccc(Cl)cc2Cl)c2ccccc2c1=O
4 | O=C(C1=NOC2(C1)C(=O)Nc1ccccc12)N1CCOCC1 (stereo not given)
2 | Cc1ccccc1CN1C(=O)CSCC1(C)C(=O)NCc1ccccc1 (stereo not given)
1 | CCOc1ccc(CCN2C(=S)N([C@@H](Cc3ccc(O)cc3)CN3CCCC3CN3C(=S)NC[C@@H]3Cc3ccc(O)cc3)C[C@@H]2CC(C)C)cc1 (stereo not given in full)
1 | Cc1ccccc1C(=O)Nc1ccc(S(=O)(=O)NCC2CCCO2)cc1 (stereo not given)
-4 | CCc1nc2c(OCC(=O)C(C)(C)C)cccn2c1N(C)C(=O)COc1ccccc1
-4 | c1cc(-c2ccc(N3CCOCC3)cc2)n2cnnc2c1
2 | Cc1ccc(Cl)cc1-c1cc(C(=O)Nc2ccc(F)cc2)[nH]n1
-2 | COc1ncc(-c2cccc3nccn23)c(OC)n1
4 | O=C(CSc1ccc(Cl)cc1)Nc1ccccc1
-4 | CN1C(=O)N(CC(=O)Nc2ccc3c(c2)OCO3)C(=O)C12CCCCC2
2 | CCC(=O)Nc1ccc(S(=O)(=O)NC[C@H]2O[C@@H](n3cc(C)c(=O)[nH]c3=O)C[C@@H]2O)cc1
2 | Cc1cccc(C)c1-n1nnnc1C1(C)CCC(=O)N1CC1CCCCC1 (stereo not given)
-2 | COc1cc(F)ccc1-c1csc(C(NC(C)=O)c2ccc(F)c(F)c2)n1 (stereo not given)
0 | OC[C@@H]1CN(Cc2ccccc2)C[C@H](n2cnc3c(N4CCCC4)ncnc32)O1

The list goes on (2 carried over from the part before).
SENP1 FRET inh | SMILES
-2 | COc1cc(F)ccc1-c1csc(C(NC(C)=O)c2ccc(F)c(F)c2)n1 (stereo not given)
0 | OC[C@@H]1CN(Cc2ccccc2)C[C@H](n2cnc3c(N4CCCC4)ncnc32)O1
2 | CC(C)C[C@@H](COCc1ccc(F)cc1)N1CCN(C(=O)c2cccc(C(F)(F)F)c2)CCC1=O
1 | COCCCN1C(=O)C(CC(=O)NC2CCCCC2)CC(C(=O)N(C(C)C)C(C)C)=C1C (stereo not given)
-3 | CC1(C)Oc2cc3oc(C(=O)O)cc(=O)c3cc2-c2ccccc21
0 | COc1ccc(NCC(=O)Nc2c(C)cccc2C)cc1S(=O)(=O)N1CCOCC1
2 | CC1(C(=O)NCc2ccccc2Br)CCN1Cc1c(F)cccc1F (stereo not given)
2 | Cc1nc(C)c(C(=O)OCC(=O)Nc2ccc(C)c(C)c2)s1
-19 | O=C(Nc1ccc2c(c1)OCCO2)C(c1ccnc2ccccc12)n1c(=O)c(-c2ccco2)nc2ccccc21 (stereo not given)
-8 | O=C(c1ccc(C(F)(F)F)cc1)N(CCCn1ccnc1)C(c1ccccn1)c1nc2ccccc2[nH]1 (stereo not given)
-1 | CC1(C(=O)NCc2ccccc2Br)CCN1Cc1csc2ccccc12 (stereo not given)
1 | O=C(COC(=O)c1ccc(O)cc1O)NC(=O)c1ccccc1
0 | CCCNC(=O)C1(C)CCN(CCS(=O)(=O)c2ccc(C)cc2)C1 (stereo not given)
1 | CC1(C)Cc2c(cnn2-c2ccc(F)cc2)C(NC(=O)C2=CC(=O)CC(C)(C)O2)C1 (stereo not given)
-64 | O=C(NCc1ccccc1)C(c1ccc(C(F)(F)F)cc1)n1c(=O)c(-c2ccco2)nc2ccccc21 (stereo not given)
3 | COc1cccc(CN(C)CCCn2cnc3c(OC)ncnc32)c1
-20 | COc1ccc(-c2cc3nc(NCCOc4ccccc4)ccn3n2)cc1

A portion from further up, for reference:
SENP1 FRET inh | SMILES
-64 | O=C(NCc1ccccc1)C(c1ccc(C(F)(F)F)cc1)n1c(=O)c(-c2ccco2)nc2ccccc21 (stereo not given)
3 | COc1cccc(CN(C)CCCn2cnc3c(OC)ncnc32)c1
-20 | COc1ccc(-c2cc3nc(NCCOc4ccccc4)ccn3n2)cc1

Returning to the listing, repeating the 4 entries before the break.
SENP1 FRET inh | SMILES
1 | CC1(C)Cc2c(cnn2-c2ccc(F)cc2)C(NC(=O)C2=CC(=O)CC(C)(C)O2)C1 (stereo not given)
-64 | O=C(NCc1ccccc1)C(c1ccc(C(F)(F)F)cc1)n1c(=O)c(-c2ccco2)nc2ccccc21 (stereo not given)
3 | COc1cccc(CN(C)CCCn2cnc3c(OC)ncnc32)c1
-20 | COc1ccc(-c2cc3nc(NCCOc4ccccc4)ccn3n2)cc1
1 | CCc1cnc(Nc2nc(C(N)Cc3ccc(Cl)cc3)cs2)nc1 (stereo not given)
4 | Oc1ccccc1C=NN=C1c2ccccc2-c2ccccc21
1 | COc1ccc(CNc2nc(-c3cccnc3)nn2C(=O)C(C)C)cc1
-24 | COc1ccc2c3c(cccc13)C(=O)CC2
2 | CC(C)N(C)c1ncnc2c1ncn2[C@H]1CN(C2CCCC2)C[C@@H](CO)O1
1 | COc1ccc(CN2CCC(C(=O)NC(c3ccc4c(c3)OCO4)c3ccccn3)CC2)cc1 (stereo not given)
-2 | CCOC(=O)/C=C1/SCC(=O)N1CC(=O)NC12CC3CC(CC(C3)C1)C2
1 | Cc1sc2nc(SCc3nc(-c4ccccc4)no3)n(-c3ccccc3)c(=O)c2c1C
1 | CN(Cc1ccccc1)C(=O)c1cccc(NC(=O)Cc2ccc(NC(=O)C3CCN(C(=O)C4CCCCC4)CC3)cc2)c1
3 | O=C(NCc1cccs1)C1C(=O)Nc2ccccc2C(=O)N1C1CCCC1 (stereo not given)
2 | O=C1Cn2nnc(-c3ccccc3)c2C2c3ccccc3CCN12 (stereo not given)
-7 | CCc1nc2ccc(C(=O)NCCc3c[nH]c4ccccc34)cn2c1N(C)CCCc1ccccc1
3 | COC(=O)Cc1ccccc1NS(=O)(=O)c1ccc(C)cc1
4 | CN(C)CCCNc1nc2cc(-c3ccc(F)cc3)sc2c(=O)n1C
-5 | COC(=O)c1ccc2nc(-c3ccc(Cl)cc3)c(Cc3ccsc3)n2c1
-2 | COc1ccc(Cl)cc1-c1cc(C(=O)Nc2ccc(C(C)(C)C)cc2)[nH]n1
2 | CCSC(=O)N=Nc1ccc(O)cc1
5 | CC(CC(=O)Nc1ccc2c(c1)c(=O)n(C)n2Cc1ccc(Cl)cc1)C(F)(F)F (stereo not given)
-2 | CCCNC(=O)C1(C)CCCN(C(=O)c2ccc(F)cc2Cl)C1 (stereo not given)
-2 | Cc1ccc(S(=O)(=O)N2CCC(=O)N([C@H](COCc3ccc(C(F)(F)F)cc3)Cc3ccccc3)CC2)cc1
-4 | COC(=O)C[C@H]1C[C@@H]2c3cc(NS(=O)(=O)c4ccc(OC)cc4)ccc3O[C@@H]2[C@H](CO)O1
1 | O=C1OCCC1=CN1CCCCC1
6 | Nc1ccc(Cn2ccc3c4c(N)nc(N)nc4ccc32)cc1
-2 | O=C(NCCC(F)(F)F)c1cccc2c(-c3ccc(F)c(F)c3)coc12
-2 | CCc1nc2c(OCCC3CCCCC3)cccn2c1N(C=O)Cc1ccc(OC)cc1
2 | O=C(Nc1cccc2ccccc12)NC1CC1
28 | N#CC(C#N)=C1c2cc(S(N)(=O)=O)ccc2-c2ccc(S(N)(=O)=O)cc21
-2 | O=C(c1[nH]c(C(F)(F)F)nc1-c1ccccc1)N1CCN(c2ncc(C(F)(F)F)cc2Cl)CC1
2 | CC1(C)N=C(N)N=C(N)N1c1cccc(CC(=O)Nc2ccccc2)c1
-75 | O=S(=O)(Nc1c(S(=O)(=O)c2ccccc2)c2nc3ccccc3nc2n1C1CCCCC1)c1ccccc1
0 | CCOC(=O)C1=C[C@@H](CC)N(S(=O)(=O)c2ccccc2)[C@H]1c1ccccc1
0 | Cc1ccnc(NC(=O)CCC(=O)N(CC(=O)NCCc2ccccc2)Cc2ccco2)c1
-5 | CCOC(=O)[C@]12CCC=C1N(CCC1=CCCCC1)C(=O)[C@H](CC(=O)NCC1CCCCC1)C2
2 | N#Cc1ccccc1C[C@H](N)C(=O)NC[C@H]1O[C@@H](n2cnc3c(N)ncnc32)[C@H](O)[C@@H]1O
3 | COc1ccc(CN2C(=O)C(CC(=O)NC3CCCC3)CC(C(=O)N3CCOCC3)=C2C)cc1 (stereo not given)
1 | O=C(CC1Sc2ccccc2NC1=O)NNc1ccc(Cl)c(Cl)c1 (stereo not given)
-18 | CC(N)c1csc(Nc2nncc3ccccc23)n1 (stereo not given)
4 | Nc1cccc(C(=O)c2ccccc2C(=O)O)c1
1 | COc1ccc(NC(=O)c2c(C)noc2C)cc1S(=O)(=O)N1CCCCC1
2 | COc1ccc(CN2C[C@@H](CO)O[C@@H](n3cnc4c(N5CCCC5)ncnc43)C2)cc1
3 | CC(=O)Nc1c(Cl)cc2c(c1Cl)Cc1cc(C#N)ccc1-2
3 | COc1ccc(NC(=O)C2(C)Cc3c(-c4ccc(NC(C)=O)cc4)ccnc3O2)cc1OC (stereo not given)
-1 | CCCCNC(=O)C1c2ccccc2OCC(=O)N1Cc1ccco1 (stereo not given)
1 | O=C(NNC(=O)c1ccc2ccccc2c1)c1ccc(Cl)c(Cl)c1
-11 | O=C(C=Cc1ccc2c(c1)OCO2)c1ccccc1
0 | Cn1nnnc1SCCNC(=O)C1CCC(=O)N(Cc2cccc(C(F)(F)F)c2)C1 (stereo not given)
1 | O=C(O)COc1ccc(NC(=O)c2ccc3c(c2)C(=O)N(CC2CCCO2)C3=O)cc1 (stereo not given)
-9 | CN(C)C(=O)c1cccc(-c2cc(NC=O)c3ncc(-c4ccc(F)c(Cl)c4)n3c2)c1
2 | COc1cccc(CN2CCC2(C)C(=O)Nc2cccc3cccnc23)c1F (stereo not given)
0 | CCOC(=O)[C@]12CCCC=C1N(Cc1ccc3c(c1)OCO3)C(=O)[C@H](CC(=O)N1CCC(c3ccccc3)CC1)C2
1 | COc1cccc(-c2cnc(C(O)c3cccc(OC)c3)[nH]2)c1 (stereo not given)

Source: PubChem BioAssay
